aSyn yeast inh = rescues yeast growth from alpha-synuclein toxicity | Yeast expressing alpha-synuclein, growth rescue, BacTiter-Glo, 24 h | Potency, µM (doses to about 46.1 µM), without a hit: at the top dose growth rescue (activation), usual class: activators | 0.14% of 370,000 active | AID 652106; note: potency is the fitted concentration of half-maximal effect; % of control where 0% means no effect; nearly all actives have a fitted effect of over 65% in size
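Readout is rescue of growth in alpha-synuclein-expressing yeast, so inhibitors of toxicity appear as activators. Growth after 24 hr at 30 deg C in galactose medium is quantified by luminescence.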
PTHR1 agonist = activates the human parathyroid hormone receptor PTHR1 | Q03431 | HEK293 GP2 PTHR1 cells, GloSensor cAMP luminescence, 1 h | Potency, µM (highest dose often 115 µM), inactives show at the top dose activation, most hits filed as activators | AID 743266 | 0.075% of 410,000 active; note: potency is the fitted concentration of half-maximal effect; nearly all actives have a fitted effect of over 55% in size; some results filed as inactive show a strong effect at the top dose; inactives centre near -15; many of its hits are not listed in these tables
Target sequence (Q03431 whole entry, looked up): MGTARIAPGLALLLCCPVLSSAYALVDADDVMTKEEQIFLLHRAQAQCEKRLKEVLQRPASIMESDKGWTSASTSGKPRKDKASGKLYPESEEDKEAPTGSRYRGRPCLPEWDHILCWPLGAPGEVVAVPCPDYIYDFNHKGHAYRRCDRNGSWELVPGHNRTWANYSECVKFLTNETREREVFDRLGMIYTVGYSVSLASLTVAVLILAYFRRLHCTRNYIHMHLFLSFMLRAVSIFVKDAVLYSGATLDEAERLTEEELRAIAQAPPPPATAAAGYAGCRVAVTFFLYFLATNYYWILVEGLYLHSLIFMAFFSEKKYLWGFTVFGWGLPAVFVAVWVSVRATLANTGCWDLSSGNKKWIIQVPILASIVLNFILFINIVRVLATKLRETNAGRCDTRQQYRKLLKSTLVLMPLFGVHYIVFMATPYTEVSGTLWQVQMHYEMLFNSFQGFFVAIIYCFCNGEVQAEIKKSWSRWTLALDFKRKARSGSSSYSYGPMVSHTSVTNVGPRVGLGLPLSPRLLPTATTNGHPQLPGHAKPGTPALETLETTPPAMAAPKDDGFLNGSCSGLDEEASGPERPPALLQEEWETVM
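HEK-293-derived GP2 cells expressing PTHR1 and a GloSensor cAMP reporter, 3,000/well, plated overnight, given luciferin plus IBMX (each 0.5 mM as added) for 1 h at 37 °C, then compound for 1 h at 37 °C. Luminescence was read after 15 min at room temperature.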
Abeta rescue = restores growth of yeast expressing A-beta42 peptide; Potency, µM (series often up to 46.1 µM), without a hit: top-dose growth rescue, most hits filed as activators; 0.063% of 410,000 active; yeast expressing A-beta42, growth rescue, OD600, 48 h; response scale: 0% DMSO, 100% iron-clioquinol control; note: potency is the fitted concentration of half-maximal effect; nearly all actives have a fitted effect of over 55% in size
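Growth rescue measured by 600 nm absorbance after 48 h yeast culture at 30 C with compound. Values normalized between DMSO and an equimolar ferric chloride plus clioquinol control.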
TDP-43 yeast inh = rescues yeast growth from TDP-43 toxicity; TDP-43 expressing yeast growth rescue, BacTiter-Glo, 24 h; Potency, µM (highest dose often 46.1 µM), for inactives: at the highest dose growth rescue (activation), actives largely listed as activators; 1.8% of 410,000 active; AID 652104; note: potency is the fitted concentration of half-maximal effect; % of control where 0% means no effect; nearly all actives have a fitted effect of over 50% in size
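Growth rescue of TDP-43-toxic yeast measured as ATP luminescence (BacTiter-Glo). Cells grown to mid-log in raffinose, induced in galactose at OD600=0.02, exposed to compound 24 hr at 30 deg C.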
GLP1R inv ag = acts as inverse agonist at human GLP-1 receptor | P43220 | HEK293 GLP-1R CRE-luciferase, luminescence, 24 h; GLP-1R form is constitutively active | Potency, µM (highest dose often 38.3 µM), without a hit: at the highest dose activity change, negative = inhibition, usual class: inhibitors | 1.6% of 410,000 active | AID 624417; note: potency is the fitted concentration of half-maximal effect; % is set by controls: 0 for no effect and ±100 for the full control effect; nearly all actives have a fitted effect of over 55% in size
Target sequence (P43220 whole entry, looked up): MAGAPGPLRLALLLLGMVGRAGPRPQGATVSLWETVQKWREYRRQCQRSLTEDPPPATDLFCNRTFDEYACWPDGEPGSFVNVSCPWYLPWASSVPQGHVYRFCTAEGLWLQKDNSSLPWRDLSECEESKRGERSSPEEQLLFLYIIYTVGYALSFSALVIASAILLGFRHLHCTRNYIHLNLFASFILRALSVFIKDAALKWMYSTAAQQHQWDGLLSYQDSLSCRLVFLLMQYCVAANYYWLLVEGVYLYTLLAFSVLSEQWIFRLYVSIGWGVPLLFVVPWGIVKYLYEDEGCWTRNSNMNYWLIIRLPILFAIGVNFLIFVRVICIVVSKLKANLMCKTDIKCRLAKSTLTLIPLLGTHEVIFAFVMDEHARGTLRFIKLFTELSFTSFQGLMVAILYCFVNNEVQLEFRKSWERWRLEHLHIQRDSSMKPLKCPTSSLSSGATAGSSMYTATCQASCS
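HEK293 cells stably co-expressing a cAMP-responsive luciferase reporter and constitutively active GLP-1R were seeded, incubated 12 h, then exposed to compounds for 24 h at 37 C. Luminescence was read 12 min after detection reagent; inverse agonists lower signal.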
pAkt inh = inhibitors of Akt phosphorylation. Neuro2A IGF-stimulated pAkt S473 HTRF, 20 min; active compounds read low. activity change, % for hits at 50 µM. 0.32% of 360,000 active. AID 651550; in the data active = activity change below about -80%; inconclusive = mostly about -51% to -80%; note: % is set by controls: 0 for no effect and ±100 for the full control effect
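Neuro2A cells (4,500/well, DMEM with 0.5% FBS) were treated with compound at a single 50 µM final concentration, stimulated with 6 nM IGF for 20 min at 37 °C, and lysed. Phospho-Akt Ser473 was read by HTRF as 665/615 ratio ×10^4.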
HEK293 tox = cytotoxic in the GLP-1 receptor inverse agonist counter-screen | HEK293 cAMP-luciferase reporter cells, luminescence, 24 h | 0.13% of 410,000 active | Potency, µM (doses to about 38.3 µM), without a hit: at the top dose activity change, negative = inhibition, most hits filed as inhibitors | AID 624418;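 note: loss of luciferase light is scored as toxicity; potency is the fitted concentration of half-maximal effect; % is set by controls: 0 for no effect and ±100 for the full control effect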
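Here, cytotoxicity is scored as loss of luminescence. The MLSMR collection was tested on cells seeded in medium containing 10% Nu serum, with a 24 hr compound exposure preceded by 12 hours of culture.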
Mm-Cpn inhibitor = blocks the Methanococcus maripaludis chaperonin Mm-Cpn | purified Mm-Cpn ATPase, ADP Transcreener TR-FRET | Potency, µM (series often up to 76.9 µM), inactives show at the top dose activity, negative = inhibition, usual class: inhibitors | 0.031% of 330,000 active; note: potency is the fitted concentration of half-maximal effect; % is set by controls: 0 for no effect and ±100 for the full control effect; nearly all actives have a fitted effect of over 80% in size
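Purified archaeal chaperonin (25 nM final) was preincubated with compound for 10 min at 37°C, then ATP (10 uM final) was added for 30 min at 37°C in Tris pH 7.4/KCl/MgCl2/DTT buffer. ADP was quantified by HTRF Transcreener TR-FRET.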
FUS yeast rescue = suppressors of FUS proteinopathy in yeast. S. cerevisiae FUS-expressing, growth rescue, OD600, 24 h. Potency, µM (highest dose often 76.6 µM), for the others: at the highest dose growth rescue (activation), usual class: activators. 0.24% of 390,000 active;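 note: potency is the fitted concentration of half-maximal effect; plate controls were DMSO vehicle for no effect and reference control for full effect; nearly all actives have a fitted effect of over 55% in size; some results filed as inactive show a strong effect at the top dose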
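Quantitative HTS measuring growth restoration of FUS-toxic yeast. Galactose-induced cells (OD 0.005) were exposed 24hr at 30C to compounds at several concentrations, then absorbance at 600 nm was recorded.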
An asterisk follows results filed as active; i = inactive; u = inconclusive; x = no result given; & = joins results of further samples; [ ] = remark or other dose. Unless noted, calls come from the whole dose curve; as a rule, active = well fitted curve in the direction sought with a large enough effect; inconclusive = small, poorly fitted or top-dose-only effect, or another doubt; inactive = no such curve, though single readings can be large; an effect the other way counts as inactive or inconclusive. Some of the compounds tested; rates above refer to the full screens.

SMILES	aSyn yeast inh	PTHR1 agonist	Abeta rescue	TDP-43 yeast inh	GLP1R inv ag	pAkt inh	HEK293 tox	Mm-Cpn inhibitor	FUS yeast rescue
O=C1NCN(c2ccccc2)C12CCN(C(CCc1ccccc1)c1nnnn1C1CCCCC1)CC2 (stereo unspecified)	8%	-12%	4%	21%	u	i	u	x	u
CCOc1ccc2nc(N3CCC(C(=O)N4CCC5(CC4)OCCO5)CC3)sc2c1	2%	i	4%	21%	6%	i	-12%	0%	u
O=C(CNS(=O)(=O)c1ccc(Br)s1)N1CCC2(CC1)OCCO2	-8%	-5%	-26%	-3%	7%	i	-6%	3%	5%
O=C(Cn1ncn2c(cc3cc(F)ccc32)c1=O)N1CCC2(CC1)OCCO2	-3%	-6%	14%	4%	5%	i	-4%	-2%	-18%
CC12CCC(O)CC1CCC1C2CCC2(C)C(C3=CC(=O)OC3)CCC12O (stereo unspecified)	0%	i	4%	17%	1.1µM*	i	u	x	x
CCN(CC)C(=O)c1ccc(NC(=S)NC(=O)CCc2ccccc2)cc1	-7%	-25%	7%	11%	u	i	-13%	0%	14%
O=[N+]([O-])c1ccc(N(CCO)CCO)c2c1no[n+]2[O-]	-20%	i	-25%	-2%	u	i	u	x	-4%
C(#CCN1CCCCC1)COCc1ccccc1	-3%	i	14%	2%	-1%[0.307 µM]	i	6%[0.307 µM]	-3%	-7%
COc1ccc(OC)c(C(O)C(C)N)c1 (stereo unspecified)	-6%&-1%	-35%[inhibitor]	-26%	20%	-13%	i	-6%	-1%	-44%
CC1=Nc2cc(C(=O)NCCc3ccc(Cl)cc3)ccc2Sc2ccc(C)cc21	x	-56%[inhibitor]	9%	0%	u	x	u	x	35%
CC(=NC(C)c1ccccc1)c1c(O)[nH]c(=O)[nH]c1=O (stereo unspecified)	0%	-16%[57.5 µM]	14%	-15%	94%[activator]	i	-10%	-1%	9%
N#Cc1cc2c(nc1SCC(=O)Nc1ccc(Cl)cc1)C1CCN2CC1	4%	i	21%	-9%	-24%	x	59%[activator]	-1%	10%
CN1CCCC1C(O)(c1ccccc1)c1ccccc1 (stereo unspecified)	-5%	i	-8%	-24%	6%	i	-4%	x	5%
COc1cc(C(c2c(O)c3ccccc3oc2=O)c2c(C)n(C)n(-c3ccccc3)c2=O)ccc1O (stereo unspecified)	0%	-13%	-13%&8%	3%&18%	10%&0%	i	-8%&-17%	-1%	-12%
Cc1cc(N2CCN(C)CC2)nc2ccccc12	11%	-23%	-7%	-16%	-24%	i	2%	0%	22%
O=C(C(Cc1ccccc1)NS(=O)(=O)c1cccc2nsnc12)N1CCC2(CC1)OCCO2 (stereo unspecified)	5%	-21%[57.5 µM]	20%	2%	0%	i	-2%	1%	-3%
Cc1ccc(S(=O)(=O)Nc2ccc(-c3nnc(SCC#N)n3C)cc2)cc1	-10%	i	0%	11%	7%	i	47%[activator]	-2%	-18%
O=C(NC1CC2CCCC(C1)N2)c1ccccc1 (stereo unspecified)	0%	-11%	7%	2%	15%	i	-14%	1%	28%
CCOC(=O)c1c(/N=C/c2c(O)n(-c3cccc(C)c3)c(=O)[nH]c2=O)sc2c1CCCC2	1%	-2%	1%	-8%	27%	i	7%	1%	-3%
Cc1cc(/C=C2/C(=O)NC(=O)N(Cc3ccco3)C2=O)c(C)n1-c1ccccc1O	-3%	-3%	5%	-9%	-21%	i	-6%	0%	u
Cc1cc(NC(=O)CSc2nnc(C3CC3)n2N)no1	-2%	i	-26%	-31%[inhibitor]	9%	i	3%	1%	11%
CCOc1ccccc1CN1C2CCC1CC(c1ccc(C)cc1)C2 (stereo unspecified)	6%	u	-8%	-12%	u	i	-24%	1%	-9%
C[C@H](CO)N1C[C@H](C)[C@@H](CN(C)S(=O)(=O)c2cccs2)Oc2ccc(NC(=O)Nc3ccc4c(c3)OCO4)cc2C1=O	-7%	-48%[inhibitor]	1%	6%	29%	i	5%	u	u
CN1C(=O)C(=Cc2ccc(SC3CCCCC3)o2)C(=O)N(C)C1=O	2%	i	9%	-7%	-11%	i	5%	-4%	10%
O=C1CC(=O)N(c2ccc3c(c2)OCO3)C(=O)N1	0%	-3%[57.5 µM]	0%	-10%	21%	i	5%	0%	26%
O=C(OC1CC2CCC(N2)C1C(=O)O)c1ccccc1 (stereo unspecified)	-4%	i	-15%	18%	14%	i	-3%	1%	-34%
O=C(COc1ccc(Cl)cc1)NCCc1cnc[nH]1	-3%	i	-17%	3%	-22%	i	4%	-1%	-13%
O=C1NCN(c2ccccc2)C12CCN(C(c1nnnn1Cc1ccccc1)C1CC1)CC2 (stereo unspecified)	2%	-3%	-6%	8%	-9%	i	0%	x	15%
c1cnc2c(c1)ncn2C1CCNCC1	x	-35%[inhibitor]	-5%	14%	3%	x	12%	x	-19%
CCc1nc(N2CCN(C(=O)c3ccco3)CC2)c2oc3ccccc3c2n1	-5%	-34%[inhibitor][57.5 µM]	-5%	-5%	0%	i	u	-13%	23%
COc1ccc(/C=N/N=C(/N)N[N+](=O)[O-])c(OC)c1	1%	-9%[57.5 µM]	8%	14%	47%[activator]	i	-15%	0%	-1%
CCOC(=O)c1c(NC(NC(=O)CF)C(Cl)(Cl)Cl)sc2c1CCCC2 (stereo unspecified)	10%	-17%	29%	22µM*	u	i	9%	0%	27%
COC(=O)C1=C(c2cccc(C#N)c2)C[C@@H]2CC[C@H]1N2C(=O)NC1CCCCC1	u	i	11%	26%	-2%	i	18%	1%	1%
Cc1cc(C(=O)C[N+]23CCN(CC2)CC3)c(C)n1-c1ccc(Br)cc1	0%	-8%	-16%	-34%[inhibitor]	-3%	i	-8%	-1%	36%
CP(=O)(Nc1ccccc1)C(Cl)(Cl)Cl (stereo unspecified)	-11%	i	-8%	-13%	11%	i	0%	1%	-8%
CCN(CC)CCNC(=O)c1c(O)c2ccccc2n(Cc2ccccc2)c1=O	-4%	i	2%	-18%	u	i	-1%	-1%	18%
CC1=NN(c2ccccc2)C(=O)C1/C=C1/C(=O)NC(=O)N(c2cc(C)cc(C)c2)C1=O (stereo unspecified)	-2%	-34%[inhibitor][57.5 µM]	8%	5%	0%	i	-7%	3%	15%
C[C@]12CC[C@@H](O)C[C@H]1CC[C@@H]1[C@@H]2CC[C@]2(C)C(=O)CC[C@@H]12	14%	2%	-38%	-5%	16%	i	0%	1%	-11%
Cc1cc(O)c2c(c1)C(=O)c1cc(O)cc(O)c1C2=O	-20%&10%	-91%[inhibitor]	-72%[inhibitor]	6%	-5%	x	-11%	x	-22%
C[N+](C)(C)CCc1ccc(O)cc1	-6%	-20%	-3%	18%	5%	i	1%	x	-12%
CCOC(=O)C1=C(N)Oc2cc(C)oc(=O)c2C12C(=O)N1c3c(cc(OC)cc32)C(C)=CC1(C)C (stereo unspecified)	2%	-24%[57.5 µM]	-9%	-26%	-28%	i	-2%	-2%	28%
O=C(Nc1ccc(OC(F)(F)F)cc1)c1cccn(Cc2ccccc2Cl)c1=O	-8%	i	-5%	13%	46%[activator]	x	-11%	x	-6%
COC(=O)c1nc(-c2ccc3c(n2)C(=O)C(N)=C(OC)C3=O)c(N)c(-c2ccc(OC)c(OC)c2O)c1C	2%	-7%	-17%	9%	-14%	i	-21%	-3%	u
CCN(c1ccc(C(O)(C(=O)OC)C(F)(F)F)cc1)S(=O)(=O)c1ccccc1 (stereo unspecified)	7%	i	1%	-4%	u	-125%*	-2%	-6%	1%
O=C(CCN1CCCCC1)Nc1ccc(Cl)cc1C(=O)c1ccccc1	6%	i	-3%	3%	u	i	-3%	2%	-9%
C[C@@H]1CN([C@@H](C)CO)C(=O)c2c(c3ccccc3n2C)-c2ccccc2CO[C@H]1CN(C)S(=O)(=O)c1ccc(C#N)cc1	7%	-24%	-5%	5%	u	i	-18%	x	u
O=C(O)C1C2CCC(O2)C1C(=O)Nc1ccc(F)c(F)c1 (stereo unspecified)	-4%	-17%	16%	2%	-3%	i	2%	2%	-28%
C[C@@H]1CN([C@H](C)CO)C(=O)Cc2cc(NC(=O)Nc3ccccc3)ccc2O[C@@H]1CN(C)Cc1ccc2c(c1)OCO2	-10%	-84%[inhibitor]	5%	-8%	u	i	u	2%	14%
CCCCSc1nc2c(cnn2-c2ccccc2)c(=O)n1N	-29%	-42%[inhibitor]	-30%	16µM*	u	i	-7%	-6%	4%
CCOC(=O)[C@]12Cc3cc(Cl)ccc3[C@H]1N(CC(=O)OC)C(=O)c1ccccc12	-74%[inhibitor]	-93%[inhibitor]	-43%[inhibitor]	-21%	7.9µM*	i	u	x	26%
O=C(CN1CCN(Cc2cccc(Cl)c2)C1=O)N1CCC2(CC1)OCCO2	5%	-14%	-1%	25%	20%	i	-10%	-1%	-20%
COc1ccc(C(=O)C2CN(C)CC2c2ccc(Cl)cc2)cc1 (stereo unspecified)	15%	16%	23%	14%	u	i	-4%	1%	-43%
COc1ccc(N2C(=O)/C(=C/c3cc(C)n(-c4ccc(C)cn4)c3C)C(=O)NC2=S)c(OC)c1	6%	-33%[inhibitor]	17%	4%	3%	i	-11%	-3%	36%
O=C1CCN(C(=O)C(Cl)Cl)N1	-12%	-5%	-5%	2%	-12%	i	-8%	-4%	-31%

Bioassay records (PubChem BioAssay)
